# TMEM16A inh: blocks the mouse calcium-activated chloride channel TMEM16A. Q8BHY3. HEK293 TMEM16A/YFP iodide influx fluorescence, ionomycin. normalized B-score (activity score, 25-100; higher = stronger inhibition) at 10 µM. 310,000 compounds, 1.2% hits. AID 588511;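 active = ratio plate-corrected score three or more library SD toward inhibition, starting fluorescence score within five deviations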;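 note: score derived from kinetic fluorescence span divided by baseline fluorescence per well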
# Target sequence (Q8BHY3 whole entry, looked up): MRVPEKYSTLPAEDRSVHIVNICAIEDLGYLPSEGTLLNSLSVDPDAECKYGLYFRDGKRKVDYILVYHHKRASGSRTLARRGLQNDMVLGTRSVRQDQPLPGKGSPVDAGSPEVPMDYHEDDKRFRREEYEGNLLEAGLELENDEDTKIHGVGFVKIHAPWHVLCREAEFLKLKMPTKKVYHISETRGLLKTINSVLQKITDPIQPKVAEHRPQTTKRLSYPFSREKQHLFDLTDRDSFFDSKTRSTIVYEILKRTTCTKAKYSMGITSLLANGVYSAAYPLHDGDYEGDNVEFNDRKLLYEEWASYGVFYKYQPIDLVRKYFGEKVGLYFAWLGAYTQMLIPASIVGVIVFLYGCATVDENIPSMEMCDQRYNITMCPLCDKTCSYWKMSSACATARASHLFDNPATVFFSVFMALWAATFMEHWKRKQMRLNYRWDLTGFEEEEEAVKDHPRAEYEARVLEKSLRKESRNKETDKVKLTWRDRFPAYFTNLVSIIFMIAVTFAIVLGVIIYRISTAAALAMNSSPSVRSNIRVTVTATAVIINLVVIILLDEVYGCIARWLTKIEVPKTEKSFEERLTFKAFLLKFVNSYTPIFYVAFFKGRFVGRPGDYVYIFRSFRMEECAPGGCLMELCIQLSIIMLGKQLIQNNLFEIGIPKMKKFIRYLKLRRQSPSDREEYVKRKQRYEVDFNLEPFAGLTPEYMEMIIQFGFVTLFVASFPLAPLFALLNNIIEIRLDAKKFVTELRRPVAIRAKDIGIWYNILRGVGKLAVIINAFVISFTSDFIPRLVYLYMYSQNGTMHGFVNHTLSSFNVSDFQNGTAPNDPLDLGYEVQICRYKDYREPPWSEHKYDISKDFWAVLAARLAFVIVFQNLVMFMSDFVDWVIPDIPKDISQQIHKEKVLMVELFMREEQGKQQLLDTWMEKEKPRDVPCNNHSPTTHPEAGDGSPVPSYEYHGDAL
# MrgX1 agonist: agonists of human MrgX1 receptor | B-score at 10 µM | Q96LB2 | MrgX1-HEK293 cells, Fluo-4 calcium fluorescence, agonist mode; stronger effect = higher value | AID 588627 | 310,000 compounds, 0.44% hits;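 active = calcium response B-score plate-corrected fluorescence ratio at least 3 library SD, with starting fluorescence B-score inside 5 SD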
#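 Material: HEK293 cells stably expressing human MrgX1 receptor | Quantity: 15,000 cells per well | Times: Cells plated overnight, dye loaded 0.5 h 37 °C, 0.5 h room temperature | Measured by: Kinetic Fluo-4 NW fluorescence of intracellular calcium | Control set: Positive and negative controls per plate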
# KCNK9 block: inhibitors of human KCNK9 two-pore domain potassium channel | Q9NPC2 | AID 488922 | HEK293 KCNK9, FluxOR thallium flux fluorescence; stronger effect = lower value | 310,000 compounds, 1.2% hits | B-score at 10 µM;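 active = ratio B-score over 3 SD below the library mean, with starting fluorescence within 5 SD of its mean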;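 note: negative B-score means less thallium flux so channel inhibition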
# hERG protect: compounds protecting human hERG from proarrhythmic drug block. Q12809. CHO-hERG, FluxOR thallium flux, dofetilide IC70 present. activation (rescue from dofetilide block), less the hit threshold, % at 10 µM. 310,000 compounds, 0.51% hits;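 active = activation above the mean of controls blocked by dofetilide plus 5 SD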;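 note: thallium influx through hERG after potassium depolarization seen as dye fluorescence rise; in these data hits start at about 4.7%; inactives centre near -7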
# KCNQ1 act: potentiates or activates the human KCNQ1 potassium channel | AID 2648 | 310,000 compounds, 0.35% hits | P51787 | CHO-K1 KCNQ1, thallium flux FluxOR fluorescence; stronger effect = higher value | B-score at 10 µM;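 active = fluorescence ratio B-score, a plate-corrected score, at least three library SD, with initial intensity B-score within 5 SD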
#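 Material: CHO-K1 cells stably expressing KCNQ1. Medium: assay buffer for compound exposure, DMSO matched across wells. Reagent: K+/Tl+ depolarizing stimulus. Compound dosing: single-concentration screen. Times: 37 °C overnight plating, 90-min dark dye load, 20-min compound pretreatment. Technique: FluxOR Tl+ flux fluorescence.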
# MrgX1 allo act: allosterically activates human MrgX1 receptor signaling. Q96LB2. MrgX1-HEK293, Fluo-4 calcium flux, FDSS; stronger effect = higher value. B-score at 10 µM. 310,000 compounds, 0.63% hits. AID 588675;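 active = plate-corrected calcium response at least 3 library SD above typical, normal starting fluorescence, not activating the receptor alone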;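 note: compound read alongside a low EC10 to EC30 dose of BAM8-22 agonist; peak minus trough fluorescence over baseline measured at the second addition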
# RGS4 act: potentiators or activators of RGS4 | 310,000 compounds, 0.92% hits | HEK293 M3R/inducible RGS4, carbachol calcium flux Fluo4; stronger effect = lower value | B-score at 10 µM;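 active = B-score of the integrated calcium signal more than 4 SD below the library mean, with starting fluorescence not abnormally high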;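 note: negative B-score means reduced calcium response which marks RGS4 activation or potentiation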
#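 Assay system: Inducible-RGS4 HEK293 cells carrying M3 receptor | Schedule: Compound preincubation 20 min at room temperature before agonist | Signal: Kinetic calcium fluorescence imaging with Fluo4-AM dye, 2 µM | Read-out basis: B score from integrated fluorescence ratio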
# ANO1 activ: activators or potentiators of mouse TMEM16A chloride channel; B-score at 10 µM; Q8BHY3; HEK293 TMEM16A/YFP-H148Q/I152L, iodide quench fluorescence; stronger effect = lower value; 340,000 compounds, 0.3% hits; AID 623877;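 active = fluorescence-ratio B-score plate-corrected deviation score at least 3 library SD below zero, with starting fluorescence score within 5 deviations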;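 note: channel opened by trigger with iodide after compound preincubation; score built on the fluorescence ratio of max minus min over baseline; more negative score means more quench and so TMEM16A activation or potentiation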
# RGS4 inh: inhibitors of human RGS4; P49798; HEK293 M3R/RGS4 inducible, Fluo-4 calcium flux; stronger effect = higher value; triggered by carbachol at its EC20; B-score at 10 µM; 310,000 compounds, 0.45% hits; AID 463165;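 active = B-score, a plate-corrected calcium signal, over three deviations above library mean, with baseline fluorescence within five deviations of library mean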;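 note: RGS4 expression induced by doxycycline in cells with stable M3 receptor; B-score is computed from the integrated fluorescence ratio over baseline after carbachol; higher B-score means a larger calcium signal and so more RGS4 inhibition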
# KCNQ1 inh: inhibitors of human KCNQ1 potassium channel. P51787. CHO-K1 KCNQ1, FluxOR thallium flux fluorescence; stronger effect = higher value. B-score at 10 µM. 310,000 compounds, 1.3% hits;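 active = compounds whose thallium flux B-score, printed positive for inhibition, exceeds three library SD while starting fluorescence stays within three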;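 note: channel opened by potassium depolarization with thallium stimulus after 20 min compound exposure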
# KCNK3 inh: human KCNK3 channel inhibition, primary screen | O14649 | CHO-KCNK3 thallium flux, FluxOR fluorescence; stronger effect = lower value | 340,000 compounds, 0.84% hits | B-score at 10 µM;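 active = B-score under library mean minus 4 SD, starting fluorescence ratio at most library mean plus 5 SD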;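 note: more negative B-score means stronger inhibition of thallium flux through KCNK3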
# Numbers without * were called inactive; i = inactive; nt = no result given. Compounds were not picked by outcome, and some 6.3% of all compounds hit somewhere here.
SMILES,TMEM16A inh,MrgX1 agonist,KCNK9 block,hERG protect,KCNQ1 act,MrgX1 allo act,RGS4 act,ANO1 activ,RGS4 inh,KCNQ1 inh,KCNK3 inh
CCOc1ccc(CCNC(=O)CSCC(=O)Nc2cccc(C)c2)cc1OCC,i,i,i,-14,i,i,i,i,i,i,i
CN(C)CCNC(=S)Nc1ccc(Br)cc1,i,i,i,-3,i,i,i,i,i,i,i
CCOc1ccc(NC(=O)c2ccc(CN3CCc4ccccc4C3)cc2)cc1,i,i,i,0,i,i,i,i,i,i,i
O=C(NNC(=O)c1ccc2ccccc2c1)Nc1ccc(F)cc1,i,i,i,-3,i,i,i,i,i,i,i
CCOC(=O)C(CN1CCCC1)c1ccccc1 (stereo not drawn),i,i,i,-6,i,i,i,i,i,i,i
Cc1cc(NC(=O)CCN2C(=O)c3ccccc3C2=O)no1,i,i,i,-5,i,i,i,i,i,i,i
Cc1cc(-c2nnc(CSc3nnc(NC(=O)c4ccc(C(C)(C)C)cc4)s3)o2)ccc1[N+](=O)[O-],i,i,i,-5,i,i,i,i,i,i,i
NC(=O)c1ccccc1NC(=O)CSc1nc2ccccc2c(=O)[nH]1,i,i,i,-9,i,i,i,i,i,i,i
Cc1ccccc1NS(=O)(=O)c1nnc(NC(=O)c2ccc(Br)cc2)s1,i,i,i,-5,i,i,i,i,i,i,i
CC(C)CNC(=S)NNC(=O)c1ccco1,i,i,i,-11,i,i,i,i,i,i,i
CCCc1cc(=O)oc2cc(C)cc(OC(C)C(=O)NCCCN3CCOCC3)c12 (stereo not drawn),i,i,i,-3,i,i,i,i,i,i,i
O=C(O)CSCC(=O)N1CCCN(c2nc3ccc(Cl)cc3s2)CC1,i,i,i,-6,i,i,i,i,i,i,i
CCn1c(C)nc2c(C)[n+](CC(=O)c3ccc(Br)cc3)ccc21,i,i,i,-7,i,i,i,i,i,i,i
CC(C)On1c(SCC(=O)N(C)C)nc2ccccc2c1=O,i,i,i,-12,i,i,i,nt,i,i,nt
CC(C)C(=O)Nc1oc(-c2ccccc2)cc1C#N,i,i,i,3,i,i,i,i,i,i,i
CCOC(=O)c1c(CN(CC)CC)n(-c2ccccc2)c2ccc(O)cc12,i,i,i,-4,i,i,i,i,i,i,i
O=C(COc1nsnc1N1CCOCC1)Nc1ccc(Cl)cc1,i,i,i,-9,i,i,i,i,i,i,i
CCOC(=O)C1CCN(C(=O)c2ccc3c(c2)S(=O)(=O)c2ccccc2C3=O)CC1,i,i,i,-4,i,i,i,i,i,i,i
CCC(=O)Nc1ccc(/C(C)=N\NC(=O)c2ccc(OC)cc2)cc1,i,i,i,-6,i,i,i,i,i,i,i
Cc1ccc2cc(CCNC(=O)C(C)C)c(=O)[nH]c2c1,i,i,i,-12,i,i,i,i,i,i,i
Cc1nc2ncnn2c(C)c1CCC(=O)Nc1ccc(S(=O)(=O)N2CCCCCC2)cc1,i,i,i,-4,i,i,i,i,i,i,i
CC1C(=O)N2CCCc3cc(NS(=O)(=O)c4ccc(F)cc4)cc1c32 (stereo not drawn),i,i,i,-10,i,i,i,i,i,i,i
Cc1ccccc1OCCC(=O)Nc1cc(S(=O)(=O)N2CCOCC2)ccc1OC(C)C,i,i,i,-15,i,i,i,i,i,i,i
COc1ccc(CCNS(=O)(=O)c2ccc3c(c2)oc(=O)n3C)cc1OC,i,i,i,-11,i,i,i,i,i,i,i
CCC(C)(C)n1nnnc1CN1CCC(O)(c2cccc(C(F)(F)F)c2)CC1,i,i,i,-3,i,i,i,i,i,i,i

# (cont.)
SMILES,TMEM16A inh,MrgX1 agonist,KCNK9 block,hERG protect,KCNQ1 act,MrgX1 allo act,RGS4 act,ANO1 activ,RGS4 inh,KCNQ1 inh,KCNK3 inh
COC(=O)N/N=C/c1ccc(-c2cc(Cl)cc(Cl)c2)o1,i,i,i,-5,i,i,i,i,i,i,i
COc1ccc2nc(-c3ccccc3)cc(OC)c2c1,i,i,i,-16,i,i,i,i,i,i,i
NC(=O)C1(N2CCCCC2)CCN(C(=S)Nc2ccc(F)cc2)CC1,i,i,i,-12,i,i,i,i,i,i,i
C[C@@H]1CC[C@@]2(O[C@@H](CCO)C[C@@H](O)[C@@H]2O)O1,i,i,i,-9,i,i,i,i,i,i,i
CCOC(=O)c1c(NC(=O)c2ccoc2C)sc2c1CCC2,i,i,i,-16,i,i,i,i,i,i,i
CC(=O)Nc1ccc(Nc2ncnc3c2cnn3-c2ccccc2)cc1,i,i,i,-15,i,i,i,i,i,i,i
CC(O)c1nc2ccccc2n1CCCOc1ccccc1 (stereo not drawn),i,i,i,-12,i,i,i,i,i,i,i
Cc1ccc(C(=O)Nc2cccc(C(=O)N/N=C/c3ccc(O)cc3)c2)cc1,i,i,i,-11,i,i,i,i,i,i,i
O=C(N/N=C/c1cccc([N+](=O)[O-])c1)C1CC1c1ccccc1 (stereo not drawn),i,i,i,1,i,i,i,i,i,i,i
O=C(Nc1ccc(F)cc1F)c1ccco1,i,i,i,-7,i,7.6*,i,i,i,i,i
Cc1ccc(-n2c(C)cc(=O)cc2C)c(C)c1,i,i,i,-7,i,i,i,i,i,i,i
OCC1(CCc2ccccc2)CCCN(CCCC(F)(F)F)C1 (stereo not drawn),i,i,i,-6,i,i,i,i,i,i,i
Cc1ccc(Cn2c(=O)oc3ccccc32)cc1,i,i,i,2,i,i,i,i,i,i,i
COC(=O)C1CCN(Cc2ccc(C)cc2)CC1,i,i,i,-8,i,i,i,i,i,i,i
COc1ccc(/C=N/NC(=O)c2ccc(Br)cc2)cc1Cn1cc(Cl)cn1,i,i,i,-10,i,i,i,i,i,i,i
C/C(=N/NC(=O)CNC(=O)c1cccnc1)c1ccc([N+](=O)[O-])cc1,i,i,i,-5,i,i,i,i,i,i,i
CCN(CC)C(=O)CC(c1ccccc1)c1ccco1 (stereo not drawn),i,i,i,-11,i,i,i,i,i,i,i
COc1ccc(NC(=O)CC(c2ccccc2)c2ccco2)cc1 (stereo not drawn),i,i,i,-10,i,i,i,i,i,i,i
CN(c1cccc(NC(=O)c2ccccc2N(C)S(C)(=O)=O)c1)S(C)(=O)=O,i,i,i,-10,i,i,i,i,i,i,i
COc1ccc(C(=O)Nc2ccc(C(=O)N3CCCC3)cc2)cc1[N+](=O)[O-],i,i,i,-6,i,i,i,i,i,i,i
C#CCn1cc(/C=N/NC(=O)COc2cccc3cccnc23)c2ccccc21,i,i,i,-5,i,i,i,i,i,i,i
COc1ccccc1N1CCN(C(=O)C2CCN(S(=O)(=O)c3ccc4c(c3)CC(C)N4C(C)=O)CC2)CC1 (stereo not drawn),i,i,i,-18,i,i,i,i,i,i,i
COc1ccc(NC(=O)CSc2nc(C)cs2)c(OC)c1,i,i,i,-12,i,i,i,i,i,i,i
CCNC(=O)CN(c1ccc(F)cc1)S(=O)(=O)c1ccc2c(c1)OCCO2,i,i,i,-3,i,i,i,i,i,i,i
COc1ccc(C2CC(c3cccc(OC)c3)n3nc(N)nc3N2)cc1 (stereo not drawn),i,i,i,-4,i,i,i,i,i,i,i

# Later entries.
SMILES,TMEM16A inh,MrgX1 agonist,KCNK9 block,hERG protect,KCNQ1 act,MrgX1 allo act,RGS4 act,ANO1 activ,RGS4 inh,KCNQ1 inh,KCNK3 inh
COc1ccc(S(=O)(=O)N(CC(=O)NCc2cccnc2)c2ccc(C)cc2)cc1OC,i,i,i,-7,i,i,i,i,i,i,i
CCCN1C(=O)N(c2cccc(C)c2)C(C)(O)CC1(C)C (stereo not drawn),i,i,i,0,i,i,i,i,i,i,i
FC(F)(F)c1ccccc1-n1c(CN2CCCCC2)n[nH]c1=S,i,i,i,-6,i,i,i,i,i,i,i
Cn1c(=O)c2c(nc(NC3CCCCC3)n2CC(=O)C23CC4CC(CC(C4)C2)C3)n(C)c1=O,i,i,i,-7,i,i,i,i,i,i,i
O=C(CN1CCSC1=NCc1ccccc1)c1ccc(Cl)c(Cl)c1,i,i,i,-20,i,i,i,i,i,i,i
Cc1cc(=O)n2nc(N3CCC(C(=O)Nc4c(F)c(F)c(F)c(F)c4F)CC3)sc2n1,i,i,i,-4,i,i,i,i,i,i,i
Cc1ccc(NC(=O)C(OC(=O)c2ccc(F)cc2)c2ccccc2)cc1Cl (stereo not drawn),i,i,i,-4,i,i,i,i,i,i,i
CC(C)(C)c1ccc(C2=CC(c3ccccc3F)n3ncnc3N2)cc1 (stereo not drawn),i,i,i,-5,i,i,i,i,i,i,i
Fc1ccc(N=Cc2ccc[nH]2)cc1,i,i,i,-8,i,i,i,i,i,i,i
Cc1cccc(/C=N\NC(=O)c2ccc(Cl)cc2)c1O,i,i,i,-12,i,i,i,i,i,i,i
O=C(O)C(NC(=O)C1CCCN1C(=O)OCc1ccccc1)c1ccccc1 (stereo not drawn),i,i,i,-10,i,i,i,i,i,i,i
O=C(/C=C/c1ccc(Cl)cc1)NC1CC2CCC1C2 (stereo not drawn),i,i,i,-8,i,7.2*,i,i,i,i,i
CC(Oc1ccccc1)C(=O)Nc1cccc(-c2nc3ccccc3[nH]2)c1 (stereo not drawn),i,i,-7.4*,-23,i,i,i,i,i,i,-11*
CCCCNC(=O)CNC(=O)c1nn(-c2ccc(OC)c(Cl)c2)c(=O)c2ccccc12,i,i,i,-6,i,i,i,i,i,i,i
COc1ccc(C2C3=C(CC(C)(C)CC3=O)N(CCN3CCOCC3)C3=C2C(=O)CC(C)(C)C3)cc1,i,i,i,-13,i,i,i,i,i,i,i
CCN(CC)CCN1C(=O)C(O)=C(C(C)=O)C1c1ccccc1[N+](=O)[O-] (stereo not drawn),i,i,i,-9,i,i,i,i,i,i,i
CCC(=O)N1c2ccc(S(=O)(=O)N3CCN(c4ccc([N+](=O)[O-])cc4)CC3)cc2CC1C (stereo not drawn),25*,i,i,-7,i,i,i,i,i,i,i
